Compound activity as filed in PubChem.
PKA inh = inhibitors of human PKA kinase activity, primary screen, biochemical, ATP-depletion luminescence, Kemptide substrate; cAMP-dependent protein kinase catalytic subunit alpha (Homo sapiens), P17612; PKA Kemptide phosphorylation, Kinase-Glo ATP luminescence; inhibition, % at 6 µM; hit rate 0.1% among 65,000;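 active means inhibition above the screen-wide mean inhibition plus 3 SD, cut at about 21% in these data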; further: many of its hits are not listed in these tables
ROCK2 blocker = inhibitors of human ROCK2 kinase, primary screen, biochemical, high-throughput, luminescence; Rho-associated protein kinase 2 (Homo sapiens), O75116; purified ROCK2, Kinase-Glo ATP depletion luminescence; inhibition, % at 6 µM; hit rate 0.35% among 60,000;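 active means inhibition above the screen-wide mean inhibition plus 3 SD, cut at about 18% in these data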;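 further: plate controls were DMSO wells for no effect and Y-27632 control wells after no-enzyme background subtraction for full effect; many of its hits are not listed in these tables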
FXIIa mix inh = human factor XIIa inhibitors, primary screen, biochemical, pooled compound mixtures, fluorogenic substrate | AID 684, 2007 | hit rate 0.2% among 62,000 | inhibition, % at 5 µM | purified FXIIa;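 further: 0% = enzyme without compound and 100% = no enzyme blank; some results filed as inactive read as strong as hits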
Cathepsin G inh = human cathepsin G inhibitors, primary screen, biochemical, pooled compound mixtures, AMC fluorescence; inhibition, % at 5 µM (by protocol); AID 581, 2007; purified enzyme, AMC-tetrapeptide fluorescence; hit rate 0.2% among 62,000;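 active means inhibition above 20% in each of the two mixture wells holding the compound; inactive means inhibition of 20% or less in either well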;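 further: 0% = enzyme control without mixture and 100% = blank lacking enzyme; strong numbers were not always called active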
C1s block = complement C1s protease inhibitors, primary screen, biochemical, 10-compound mixtures. purified C1s, fluorogenic AMC substrate, pooled mixtures. mean inhibition % of two 10-compound mixtures (stronger effect = higher value), % at 5 µM (by protocol). hit rate 0.16% among 62,000. Complement C1s subcomponent (Homo sapiens), P09871;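 active means inhibition above 20% in each of the two 10-compound mixture wells holding the compound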;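 further: 0% = enzyme wells lacking compound mixture and 100% = no-enzyme blank wells; some compounds called inactive have numbers as strong as hits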
Target sequence (P09871 16-437 limits assumed): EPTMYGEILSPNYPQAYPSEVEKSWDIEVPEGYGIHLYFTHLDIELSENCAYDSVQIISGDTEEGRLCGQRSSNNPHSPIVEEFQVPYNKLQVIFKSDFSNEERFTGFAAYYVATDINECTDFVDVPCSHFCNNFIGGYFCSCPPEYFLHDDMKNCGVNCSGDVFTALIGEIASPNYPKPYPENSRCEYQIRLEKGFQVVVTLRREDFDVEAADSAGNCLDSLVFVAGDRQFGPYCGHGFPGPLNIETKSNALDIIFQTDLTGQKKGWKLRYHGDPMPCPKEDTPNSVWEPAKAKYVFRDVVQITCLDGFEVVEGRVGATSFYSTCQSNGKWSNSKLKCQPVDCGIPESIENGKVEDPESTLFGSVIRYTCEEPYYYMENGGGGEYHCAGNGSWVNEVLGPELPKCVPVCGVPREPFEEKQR
Target sequence (P09871 438-688 limits assumed): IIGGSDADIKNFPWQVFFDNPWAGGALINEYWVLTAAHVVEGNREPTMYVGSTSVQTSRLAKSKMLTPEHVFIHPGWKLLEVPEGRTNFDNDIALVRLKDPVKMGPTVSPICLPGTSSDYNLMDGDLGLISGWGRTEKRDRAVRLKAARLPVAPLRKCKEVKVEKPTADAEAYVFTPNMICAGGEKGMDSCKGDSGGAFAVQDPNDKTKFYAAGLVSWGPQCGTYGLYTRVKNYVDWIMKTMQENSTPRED
CatS inh = inhibitors of human cathepsin S, biochemical, compound mixtures; recombinant cathepsin S, AMC dipeptide fluorescence, pooled mixtures; inhibition, %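 (tested at 5 µM per compound within 10-compound mixtures)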; AID 501, 2006; P25774; hit rate 0.06% among 62,000; in the data active means inhibition above about 32%, passing the limit was not always enough;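 further: 0% = enzyme without compound and 100% = blank without enzyme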
FXIa mix inh = FXIa protease inhibitors in compound pools, primary screen, biochemical, 10-compound mixtures; Coagulation factor XI (Homo sapiens), P03951; purified FXIa, fluorogenic substrate, pooled mixtures; inhibition, % at 5 µM; hit rate 0.19% among 62,000;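 further: each value is inhibition by a whole ten-compound pool holding the compound; 0% = enzyme with no mixture and 100% = wells lacking enzyme; strong numbers were not always called active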
CatL block = inhibitors of human cathepsin L, biochemical. Procathepsin L (Homo sapiens), P07711. hit rate 0.17% among 58,000. inhibition, %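 (tested at 10 µM)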. purified cathepsin L, fluorogenic substrate, fluorescence; in the data active means inhibition above about 45%;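 further: 0% = enzyme with no compound and 100% = no enzyme blank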
Target sequence (P07711 114-288 limits assumed): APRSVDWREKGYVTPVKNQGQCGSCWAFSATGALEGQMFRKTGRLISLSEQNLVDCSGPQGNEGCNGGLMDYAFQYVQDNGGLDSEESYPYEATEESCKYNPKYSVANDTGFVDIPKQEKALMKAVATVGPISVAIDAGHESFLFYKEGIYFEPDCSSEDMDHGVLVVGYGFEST
Target sequence (P07711 292-333 limits assumed): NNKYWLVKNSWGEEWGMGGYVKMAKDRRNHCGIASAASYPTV
JNK3 inh = JNK3 kinase activity inhibitors, primary screen, biochemical, human, purified enzyme. AID 746, 2007. HTS. inhibition, % at 8 µM. hit rate 0.61% among 60,000. Mitogen-activated protein kinase 10 (Homo sapiens), P53779; in the data active means inhibition above about 17%;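 further: 0% = DMSO and 100% = reference inhibitor; many of its hits are not listed in these tables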
* = called active by the depositor; / = no result given. Unless noted, no stated cut-off is given here; in the data, active means inhibition above about 20% (passing the limit was not always enough); inactive means the rest.

SMILES	PKA inh	ROCK2 blocker	FXIIa mix inh	Cathepsin G inh	C1s block	CatS inh	FXIa mix inh	CatL block	JNK3 inh
COc1ccc(CCNc2oc(COc3ccccc3)nc2C#N)cc1	4	6	/	/	/	/	/	9	2
CCc1nnc(NC(=O)CSc2nccn2-c2cc(C)cc(C)c2)s1	5	1	-23	8	8	3	2	8	-10
CCOC(=O)CSc1nnc(-c2cccc(Br)c2)o1	7	2	12	5	-34	3	-2	10	-1
C=C(C)c1cccc(C(C)(C)NC(=O)NCC2CCCO2)c1 (centres undefined)	6	5	-16	9	3	11	4	-1	2
O=C1C2CCCN2C(c2ccccc2)N1c1nccs1 (centres undefined)	-2	-2	10	3	-50	-4	-22	6	-4
COC(=O)/C=c1/s/c(=C(\C#N)C(=O)NCc2ccco2)n(-c2ccc(C)cc2)c1=O	9	4	0	-5	-8	17	2	0	0
CC(c1ccc(Br)cc1)N1CC23C=CC(O2)C(C(=O)O)C3C1=O (centres undefined)	-5	5	5	11	16	-2	0	3	-2
O=C(COc1ccc2c(c1)OCO2)NC12CC3CC(CC(C3)C1)C2	7	2	1	-4	-29	10	-2	3	3
CN(C)S(=O)(=O)c1ccc(NC(=O)c2ccccn2)cc1	-3	-1	5	4	3	13	11	6	-1
CCc1[nH]nc2c1C(c1cccc(OC(=O)N3CCOCC3)c1)C(C#N)=C(N)O2 (centres undefined)	-2	0	8	2	-22	11	3	4	1
CCN(CC)S(=O)(=O)c1ccc(/C(O)=C2/C(=O)C(=O)N(CCOC)C2c2ccccc2)cc1 (centres undefined)	-10	-5	22	4	2	-1	7	0	-1
Cc1cc(NC(=O)c2noc3c2CCCCC3)nn1Cc1ccc(Cl)cc1	3	2	6	-2	-27	12	11	31	2
Cc1ccccc1-c1nc(CN2CCC(C(=O)NCC3CCCO3)CC2)c(C)o1 (centres undefined)	8	4	1	8	-4	-5	1	4	-2
CCCCOC(=O)Nc1cccc(C(C)=O)c1	4	5	-17	-12	-24	24	0	18	2
Cc1c([C@H]2[C@@H](CC#N)C2(C)C)c2ccccc2n1C	0	-8	/	/	/	/	/	5	5
Cc1ccc(NCc2nnc(SCC(N)=O)n2CCc2ccccc2)cc1	-1	-1	-13	-11	-83	-10	5	8	0
COc1ccc(OC)c(NS(=O)(=O)c2ccc3c(c2)n(C)c(=O)n3C)c1	-6	-5	4	2	0	11	13	23	0
CC1CCc2nc(NC(=O)c3ccco3)sc2C1 (centres undefined)	4	-2	-17	-5	-20	4	3	9	3
Cc1nn2c(CN(C(=O)c3ccco3)c3ccccc3)nnc2c2ccccc12	-1	5	16	-1	0	14	12	3	1
CC(CNC(=O)c1cncc(O)c1)NC(=O)c1cncc(O)c1 (centres undefined)	0	-1	10	-13	-42	7	-6	9	2
CCOC(=O)c1cnc(-n2nc(C)cc2C)nc1NC(C)c1ccccc1 (centres undefined)	8	4	3	9	12	-5	-2	7	3
CCOC(=O)C1C(=O)Nc2nc(C)nn2C1c1ccccc1 (centres undefined)	-3	1	7	15	17	0	8	6	5
Cc1cccc(C2N(c3ccc(F)cc3)C(=O)C3CCCN32)c1 (centres undefined)	-5	3	-18	-7	-57	14	-3	/	0
CCOC(=O)C1CCN(S(=O)(=O)c2ccc(NC(=O)OC)cc2)CC1	4	-2	10	4	6	-4	6	-4	-7
COc1ccc(OC)c(-n2nnnc2SCC(=O)Nc2ccc(C(=O)N3CCCCC3)cc2)c1	4	-3	2	-10	-15	-1	4	-25	-1

A draw from above in order of formula weight, low to high:
SMILES	PKA inh	ROCK2 blocker	FXIIa mix inh	Cathepsin G inh	C1s block	CatS inh	FXIa mix inh	CatL block	JNK3 inh
CC(CNC(=O)c1cncc(O)c1)NC(=O)c1cncc(O)c1 (centres undefined)	0	-1	10	-13	-42	7	-6	9	2
CCOC(=O)C1CCN(S(=O)(=O)c2ccc(NC(=O)OC)cc2)CC1	4	-2	10	4	6	-4	6	-4	-7
CC(c1ccc(Br)cc1)N1CC23C=CC(O2)C(C(=O)O)C3C1=O (centres undefined)	-5	5	5	11	16	-2	0	3	-2
Cc1ccc(NCc2nnc(SCC(N)=O)n2CCc2ccccc2)cc1	-1	-1	-13	-11	-83	-10	5	8	0
CCc1[nH]nc2c1C(c1cccc(OC(=O)N3CCOCC3)c1)C(C#N)=C(N)O2 (centres undefined)	-2	0	8	2	-22	11	3	4	1

Carrying on.
SMILES	PKA inh	ROCK2 blocker	FXIIa mix inh	Cathepsin G inh	C1s block	CatS inh	FXIa mix inh	CatL block	JNK3 inh
Cn1c2c(c(=O)n(C)c1=O)C(c1cc3c(cc1Br)OCO3)CC(=O)N2 (centres undefined)	5	5	6	11	18	-5	5	/	-4
COc1ccc(CN2CCC(=O)NC2=O)cc1	4	11	/	/	/	/	/	-14	0
CCCCn1c(C(C)O)nc2ccccc21 (centres undefined)	9	9	-19	10	13	8	-1	15	2
COc1cc(NC(=O)c2ccccc2Cl)c(OC)cc1NC(=O)CN1CCOCC1	2	3	8	-7	-108	-4	-20	8	3
CCc1cc2c(=O)n(Cc3ccco3)c(SCc3c(C)noc3C)nc2s1	5	5	14	11	-11	0	-2	/	5
CCCCC(c1nnnn1CC1CCCO1)N1CCN(c2cccc(C)c2C)CC1 (centres undefined)	3	1	0	2	-4	11	1	7	2
Cc1cc(C)c2c(n1)SCC(=O)N2CC(=O)NCCC1=CCCCC1	2	2	3	13	-30	17	9	6	3
CN(Cc1ccccc1)C(=O)CCNC(=O)Cn1cnc2ccccc2c1=O	-5	-1	-19	-4	-1	-7	5	-4	4
Cn1c(SCC(=O)c2cc3ccccc3o2)nnc1-c1ccccc1	9	5	-5	0	3	0	7	7	-2
O=C(CSc1nnc(CNC(=O)c2ccccc2F)o1)c1ccc(Cl)cc1	6	/	3	7	2	15	-8	13	/
CCn1c(COc2cccc(OC)c2)nnc1SCC(=O)N1CCOCC1	9	6	13	8	5	-3	6	-2	-1
CSCCC1NC(=O)N(CC(=O)Nc2ccc(N3CCCCC3)cc2)C1=O (centres undefined)	11	2	1	9	5	-3	7	7	-3
O=C(Nc1nc(-c2nc3ccccc3s2)cs1)c1ccc(S(=O)(=O)N2CCOCC2)cc1	-3	-1	2	-2	-1	4	23	-9	0
COC(=O)c1ccccc1NC=C1C(=O)OC2(CCCCC2)OC1=O	-10	-8	/	/	/	/	/	-17	-1
O=C(Oc1ccc2[nH]cc(CCN3C(=O)c4ccccc4C3=O)c2c1)c1ccco1	4	4	1	16	17	37	12	-11	4
Cc1cccc(NC(=O)CSc2nnc(CCCCCNC(=O)OC(C)(C)C)o2)c1C	15	4	0	6	-31	0	6	-4	0
COCCCNC(=O)C1CCN(c2ncccn2)CC1	5	-4	2	3	-27	-12	1	-8	-6
CN(c1ccccc1)S(=O)(=O)c1cccc(C(=O)N2CCN(c3ccccn3)CC2)c1	4	/	4	-11	-18	-2	1	-2	/
COc1ccc(Cn2c(C)ccc2C)cc1	/	/	5	9	13	-8	3	-7	/
CCCCn1c(CN2C(=O)c3ccccc3C2=O)nc2ccccc2c1=O	4	5	-10	11	5	2	-2	-2	-2
Cc1cc(S(=O)(=O)NCc2cccnc2)ccc1-n1cnnn1	1	0	-8	9	17	-1	7	6	0
COC(=O)Cn1c(=NC(=O)CSC(C)=O)sc2ccccc21	8	4	7	9	48	-3	4	/	5
COc1ccc(-n2ncc3c(N4CCc5ccccc54)ncnc32)cc1	8	7	1	9	8	-7	3	-24	6
COc1ccc(/C=N/n2c(N)nc3ccccc32)cc1OC	16	12	-1	-10	-16	12	4	12	48*
O=C(Cn1nnc(-c2ccc(N3CCOCC3)cc2)n1)OC1CCCCC1	-1	-3	11	27	1	-2	6	2	-3
Going on with the list.
SMILES	PKA inh	ROCK2 blocker	FXIIa mix inh	Cathepsin G inh	C1s block	CatS inh	FXIa mix inh	CatL block	JNK3 inh
Cc1cc(OCCOCCN2CCCC2)ccc1C(C)C	6	2	3	8	9	-6	4	-6	-8
CC(=O)C1=C(C)NC(SCC(=O)c2cc(Cl)ccc2Cl)=C(C#N)C1c1ccco1 (centres undefined)	3	4	4	7	14	-4	11	3	0
O=C(NCc1ccc2c(c1)OCO2)c1ccc(COc2cccc(Cl)c2)o1	6	6	3	6	-4	-1	-4	14	-2
Cc1ccccc1CN(c1ccc(C(N)=O)cc1)S(C)(=O)=O	8	9	6	1	-1	9	3	-1	0
NS(=O)(=O)c1ccc(CCNC(=O)C2CCCN(S(=O)(=O)c3cccnc3)C2)cc1 (centres undefined)	7	5	-20	-1	-15	1	6	/	-4
COC(=O)CNC(=O)COC(=O)c1cc(Cl)cc(Cl)c1N	4	4	1	-13	-55	13	-9	-84	-2
O=C(CSCSCC(=O)NCC1CCCO1)NCC1CCCO1 (centres undefined)	2	1	-1	6	4	11	0	13	-3
CCN=C1SC(C(N)=O)CC(=O)N1CC (centres undefined)	-8	-4	-21	8	9	-6	9	4	-5
CCCOc1ccc(/C(O)=C2/C(=O)C(=O)N(CCN3CCOCC3)C2c2ccccc2)cc1 (centres undefined)	-3	2	/	/	/	/	/	-6	-12
C1CCN(c2nc3nonc3nc2N2CCCCC2)CC1	3	4	4	1	-3	22	4	9	3
O=C1c2oc3ccc(Cl)cc3c(=O)c2C(c2ccco2)N1CCN1CCOCC1 (centres undefined)	-1	-5	29	10	11	7	0	/	0
O=S(=O)(c1ccc(Cl)cc1)N1CCSC1c1ccco1 (centres undefined)	11	3	4	5	-12	-4	-8	-1	3
Cc1ccc(Nc2cc(-n3nc(C)cc3C)ncn2)cc1	-5	-2	1	7	2	-6	0	-2	30*
CCCOc1ccc(Cc2nn3c(=O)/c(=C/c4ccco4)sc3nc2=O)cc1	5	4	12	22	8	0	-3	-13	10
O=C(NC1=NCCS1)C1Cc2ccccc2CN1C(=O)c1ccccc1 (centres undefined)	6	4	-3	9	-13	-1	3	13	-3
CCCN1Cc2cccc(C(=O)Nc3ccc4c(c3)OCO4)c2C1=O	10	8	1	0	-13	6	2	4	-1
COC(=O)c1ccc(COc2cc(O)c3c(c2)OC(C)(C)CC3=O)cc1	6	7	-15	-1	-1	-1	-1	12	-4
CC1CC(C)CN(C(=O)Cn2c(=O)n(CCCCC(=O)NC3CCCC3)c(=O)c3ccccc32)C1 (centres undefined)	7	4	3	8	3	9	1	20	-8
CC(C)c1ccc2oc(-c3ccc(NC(=O)c4ncn[nH]4)cc3)nc2c1	2	2	4	51	-8	9	11	5	7
CCCCn1c(CN2CCN(C(=O)c3ccco3)CC2)nc2c1c(=O)n(C)c(=O)n2C	-4	4	13	-1	-15	3	2	4	-12
Cc1noc(C)c1COC(=O)c1ccc2c(c1)OCO2	-1	-1	-13	-6	-12	-2	6	0	-5
O=C(COC(=O)c1cnccn1)c1ccc(OC(=O)c2ccccc2)cc1	-5	5	-10	9	26*	2	12	6	-2
Cc1cc(C)cc(NC(=O)C2CCCN(c3nccc(C)n3)C2)c1 (centres undefined)	11	6	3	7	-27	9	0	10	-2
COC(=O)CCC(=O)Nc1sc2c(c1C#N)CCCC2	6	2	11	-12	-12	-2	4	-8	8
COc1ccc(OC)c(NC(=O)CCC(=O)Nc2nnc(C(F)(F)F)s2)c1	-2	-6	-1	3	4	3	9	-1	-1
C=CCn1c(SCC(=O)c2cc(C)n(CC3CCCO3)c2C)nnc1-c1ccccc1 (centres undefined)	8	7	9	9	16	0	8	10	0
Cc1ccc(NC(=O)N2CCC(C(=O)NCc3ccc(F)cc3)CC2)cc1	4	2	-4	12	27	7	37	10	-5
O=P(CO)(Cc1ccccc1)Cc1ccccc1	8	5	-13	9	-2	-8	1	/	2
CC12CN3CC(=O)N4CC5(C)CN(CC(C)(C4)C5=O)C(=O)CN(C1)CC(C)(C3)C2=O	1	2	/	/	/	/	/	-6	1
